D2 agonist = agonists of human D2 dopamine receptor. HEK293 T-REx D2 cells, calcium flux agonist mode. actives 0.53% (n = 340,000). activation, % at 2 µM. P14416. AID 485358;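 active = activation over 3 SD above normal in the single-dose calcium agonist read, cut at about 30% in these data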; note: 0% is about no effect
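Agonism is scored from calcium flux in a force-coupled, inducible HEK293 cell line expressing D2, read kinetically for 180 s after compound addition against dopamine controls.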
USP1-UAF1 inh = inhibitors of human USP1/UAF1 deubiquitinase | O94782 | recombinant USP1/UAF1, Ub-Rhodamine cleavage fluorescence | Potency, µM (highest dose often 57.1 µM), for inactives: at the top dose activity change, negative = inhibition, hits mostly inhibitors | actives 0.23% (n = 390,000); note: potency is the fitted concentration of half-maximal effect; % is set by controls: 0 for no effect and ±100 for the full control effect; nearly all actives have a fitted effect of over 60% in size; inactives centre near -12
Target sequence (O94782 whole entry, looked up): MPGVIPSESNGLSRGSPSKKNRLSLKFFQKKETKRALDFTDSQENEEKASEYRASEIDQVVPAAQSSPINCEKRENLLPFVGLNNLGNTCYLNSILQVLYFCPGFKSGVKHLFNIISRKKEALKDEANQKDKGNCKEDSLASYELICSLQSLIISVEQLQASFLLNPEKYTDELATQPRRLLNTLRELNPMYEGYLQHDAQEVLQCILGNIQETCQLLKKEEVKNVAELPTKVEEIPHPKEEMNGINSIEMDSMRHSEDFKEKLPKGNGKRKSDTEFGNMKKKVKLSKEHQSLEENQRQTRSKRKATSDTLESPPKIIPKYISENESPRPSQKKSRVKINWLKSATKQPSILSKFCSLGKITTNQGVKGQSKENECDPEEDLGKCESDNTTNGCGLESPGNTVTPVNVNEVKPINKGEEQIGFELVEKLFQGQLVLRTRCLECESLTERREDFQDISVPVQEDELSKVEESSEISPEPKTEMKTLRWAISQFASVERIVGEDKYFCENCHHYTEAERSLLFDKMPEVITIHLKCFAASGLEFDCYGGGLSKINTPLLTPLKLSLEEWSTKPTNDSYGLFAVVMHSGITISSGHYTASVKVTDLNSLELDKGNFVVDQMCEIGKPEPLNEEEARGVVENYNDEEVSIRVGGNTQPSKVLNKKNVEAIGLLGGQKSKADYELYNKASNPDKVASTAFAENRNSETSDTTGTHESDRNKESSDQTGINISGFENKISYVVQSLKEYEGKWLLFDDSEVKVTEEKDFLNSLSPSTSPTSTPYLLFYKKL
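In this screen, compounds sit with the deubiquitinase complex (1nM) for 15 min at room temperature before Ub-Rho is added at 150nM final. Fluorescence rise is then followed for 6 reads every 60 seconds.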
TRHR agonist = activates the human TRH receptor; TRHR cells, calcium flux fluo-8, FDSS agonist mode; P34981; actives 0.18% (n = 360,000); activation, % at 2 µM; in the data active = activation above about 30%; note: 0% is about no effect
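Steps: seed TRHR cells overnight; add fluo-8 no-wash Ca dye, RT 30 min–1.5 h; record 10 s baseline; pin-transfer compounds; monitor fluorescence 1 cycle/s for the agonist window. Calcium increases flag candidate agonists.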
Pin1 inh = blocks the human prolyl isomerase Pin1; Potency, µM (series often up to 115 µM), for inactives: at the highest dose activity, negative = inhibition, hits mostly inhibitors; AID 504891; Pin1 FP peptide displacement, HiFluor488, 10 min; actives 0.009% (n = 390,000); active = well fitted inhibition curve with a large enough effect in the polarisation, with a control signal flat, not every such curve was filed as active; inconclusive = small, poorly fitted or top-dose-only effect, or effect the other way, or a change in a side signal; inactive = no such curve, though single readings can be large or run the other way; the % refers to the polarisation; note: potency is the fitted concentration of half-maximal effect; % is set by controls: 0 for no effect and ±100 for the full control effect
Target sequence (Q13526 whole entry, looked up): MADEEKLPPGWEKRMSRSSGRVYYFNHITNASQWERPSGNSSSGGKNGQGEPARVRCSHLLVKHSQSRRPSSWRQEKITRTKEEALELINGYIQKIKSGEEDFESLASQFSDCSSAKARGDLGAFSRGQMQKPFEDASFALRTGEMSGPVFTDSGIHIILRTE
rTrxR1 inhibitor = blocks rat thioredoxin reductase 1 | recombinant rTrxR1, NADPH fluorescence consumption, selenite substrate | O89049 | AID 588453 | Potency, µM (titrated, usually from 114 µM), without a hit: at the top dose activity change, negative = inhibition, hits mostly inhibitors | actives 1% (n = 390,000); note: potency is the fitted concentration of half-maximal effect; % is set by controls: 0 for no effect and ±100 for the full control effect; nearly all actives have a fitted effect of over 65% in size
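Rat TrxR1 (90 nM in the dispensed reagent) was pre-reduced with 400 uM NADPH for 5 min at room temperature, then incubated with compound for 15 min. After 400 uM selenite was added, NADPH fluorescence (Ex 340/Em 450 nm) was followed for 8 min.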
mIDH1 inhibitor = inhibitors of human mutant IDH1 R132H. O75874. IDH1-R132H enzyme, NADPH consumption, diaphorase/resazurin fluorescence. Potency, µM (series often up to 76.6 µM), without a hit: at the highest dose activity change, negative = inhibition, hits mostly inhibitors. actives 0.093% (n = 390,000). AID 602179; note: potency is the fitted concentration of half-maximal effect; % is set by controls: 0 for no effect and ±100 for the full control effect; nearly all actives have a fitted effect of over 65% in size
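IDH1-R132H (0.5 ug/mL dispensed) in pH 7.5 Tris buffer was preincubated 30 min with compound, then given a substrate mix of 0.016 mM NADPH and 2 mM alpha-KG for 80 min at room temperature; remaining NADPH was read by diaphorase/resazurin fluorescence.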
TRHR enhancer = TRH receptor (human) allosteric enhancement; TRHR cells, fluo-8 calcium fluorescence, EC20 TRH enhancement; enhancement, % at 2 µM; actives 0.66% (n = 360,000); in the data active = enhancement above about 30%; note: 0% is about no effect
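TRHR-expressing cells loaded with fluo-8 calcium dye were read kinetically (ex 480/em 530) during compound addition, then stimulated with an EC20 of TRH (10 nM final). Enhancement of the Gq-mediated intracellular calcium response was scored.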
D2 antagonist = D2 dopamine receptor (human) antagonism | HEK293 TREx D2 cells, calcium flux, dopamine EC80 | inhibition, % at 10 µM | actives 2% (n = 340,000) | AID 485344; in the data active = inhibition above about 30%; note: 0% is about no effect
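Inhibition of EC80 dopamine-driven calcium flux, recorded kinetically, defines activity here; cells are a tetracycline-induced HEK293 T-REx line expressing force-coupled D2.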
TrxR1 substrate = substrates of rat thioredoxin reductase 1. O89049. Potency, µM (series often up to 114 µM), for the others: at the top dose activity change, negative = substrate turnover. purified TrxR1 substrate turnover, NADPH consumption readout. actives 0.01% (n = 390,000); note: potency is the fitted concentration of half-maximal effect; % is set by controls: 0 for no effect and ±100 for the full control effect; nearly all actives have a fitted effect of over 50% in size
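Rat TrxR1, dispensed at 90 nM, was prereduced with 400 uM NADPH (final) for 5 min at ~22 deg C, then incubated with compound 15 min before 400 uM selenite. A first-read NADPH fluorescence drop versus no-compound background flagged substrates.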
Active calls of the source: *; ? = inconclusive; . = no result given; & = joins results of further samples; [ ] = another dose, or the depositor's remark. Unless noted, calls come from the whole dose curve; as a rule, active = well fitted inhibition curve with a large enough effect; inconclusive = small, poorly fitted or top-dose-only effect; inactive = no such curve, though single readings can be large or run the other way. Some of the compounds tested; the hit share may differ from the screen's.

Under each structure – D2 agonist	USP1-UAF1 inh	TRHR agonist	Pin1 inh	rTrxR1 inhibitor	mIDH1 inhibitor	TRHR enhancer	D2 antagonist	TrxR1 substrate
Cc1cc(N/N=C/c2ccccc2)nc(NCc2ccccc2)n1
  -1.1	-19%	-1.5	-1%	-5%	-1%	15	2	-2%
O=[N+]([O-])c1cccnc1N1CCCCC1
  .	-16%	.	2%	-3%	16%	.	.	-9%
Cc1ccc(N2CCN(S(=O)(=O)c3ccc(Cl)s3)CC2C)cc1 (stereo unspecified)
  -0.2	-18%	0.1	6%	-2%	5%	16	-11	-5%
O=C(NCCCCCCNC(=O)C1CCCC1)C1CCCC1
  -0.9	-3%	-0.1	2%	8%	6%	1	-8	2%
CN(C)Cc1ccccc1Sc1ccc(Br)cc1
  -0.3	-1%	-0.2	-1%	1%	3%	-12	11	-4%
O=C(Nc1cccc(C(F)(F)F)c1)c1cc(S(=O)(=O)N2CCCC2)c[nH]1
  -0.8	-6%	0.4	-2%	24%	-9%	-3	.	5%[11.4 µM]
CCOc1ccc(CN(CC)C(=O)c2ccc3c(c2)[nH]c(=O)c(=O)n3CC)cc1OC
  0.9	-15%	-0.4	6%	5%[57.1 µM]	4%	6	8	6%[57.1 µM]
Cc1cccc(N2C(=O)C3CCC(c4ccccc4)CC3C2=O)c1 (stereo unspecified)
  -0.1	0%	-0.4	-9%	-4%	0%	-4	5	-6%
CN1C(=O)C2(C(C#N)=C(N)N(c3cc(Cl)cc(Cl)c3)C3=C2C(=O)CCC3)c2ccccc21 (stereo unspecified)
  -1.2	-16%	-0.6	-10%	8%[0.457 µM]	10%	-2	20	2%
Cc1nnc(NC(=O)NC(C)N2C(=O)C3C4C=CC(C4)C3C2=O)s1 (stereo unspecified)
  0.6	?	0.1	-3%&-2%	13%&4%	-2%&10%	-3	5	2%&-1%
CCCn1c(C)cc(/C=C(\C#N)C(=O)OCC(=O)Nc2cccc(OC)c2)c1C
  -0.3	-24%	0.2	66%[activator]	?	7%	2	-11	6%
O=C(CCCn1c(=O)c2ccccc2n(Cc2cccc(F)c2)c1=O)NC1CCN(Cc2ccccc2)CC1
  18	.	2.0	.	.	.	-8	40*	.
CC(C)c1ccc(NC(=O)Cn2c(=O)n(Cc3nc(-c4ccccc4)no3)c(=O)c3cc4c(cc32)OCO4)cc1
  0.8	10%	0.5	12%	23%	-7%	6	.	12%
O=C(Nc1nc2ccccc2[nH]1)c1ccccc1F
  0.5	-13%	0.1	-1%	6%	12%	5	17	0%
FC(F)(F)c1ccc(/C=N/n2c(COc3ccccc3)n[nH]c2=S)cc1
  -0.4	-21%	-0.3	0%	-3%	-6%	12	-17	-9%
O=C(COC(=O)c1ccc(Cl)nc1)c1ccc2c(c1)OCCO2
  1.0	-13%	0.6	10%	30%	17%	-2	-33	9%
Cc1ccc(S(=O)(=O)NNC(=O)C(=O)NNc2ccccn2)cc1
  0.4	-15%	-1.1	-12%	4%	1%	-1	3	0%
Cc1ccc(C(=O)NNC(=O)c2ccc(-n3cncn3)c([N+](=O)[O-])c2)cc1
  .	-8%	-0.1	-10%	-3%	8%	3	.	-5%
Cc1noc(C)c1-c1nnc(-c2ccc(C(F)(F)F)cc2)o1
  -0.2	-6%	-2.1	-1%	16%	-3%	2	-33	1%
O=C(CN1C(=O)c2ccccc2S1(=O)=O)NC1CCCCC1
  -1.1	-1%	-2.8	-1%	21%	15%	3	-28	0%
COc1cc(OC)cc(-c2cc3nc(C)c(CCC(=O)NC(C)CCc4ccco4)c(C)n3n2)c1 (stereo unspecified)
  -1.4	-20%	-0.1	?	21%	4%	-5	8	16%
CC1CCN(C(=O)Cn2c(=O)n(Cc3ccco3)c(=O)c3sccc32)CC1
  -1.3	-15%	-0.1	3%	-7%	1%	-7	-6	2%
CCOC(=O)c1cnn(-c2ccc(C(C)C)cc2)c1NC(=O)C1CCC1
  .	-7%	-0.5	-8%	-6%	2%	14	.	-7%
CCCc1cc(=O)oc2c3c(ccc12)OCN(Cc1ccc(OC)cc1)C3
  -0.9	-17%	2.5	1%	-35%	-15%	7	.	.
COC(=O)C(C)NC(=S)N1CCN(c2c(F)cc3c(=O)c(C(=O)O)cn(C4CC4)c3c2OC)CC1C (stereo unspecified)
  0.4	-5%	-0.5	-4%	-13%	2%	6	20	40%[activator]
CSc1nsc(/C=C/Nc2ccc(Cl)cc2)c1C#N
  0.1	?	1.0	?	?	12%	-3	4	-10%
O=C(Nc1cc(S(=O)(=O)N2CCCCC2)ccc1Oc1ccccc1)C1=COCCO1
  .	-13%	0.8	2%	19%	9%	-3	.	2%
CN(C)/N=C1\C(=O)N(CN2CCN(c3ccccc3)CC2)c2ccccc21
  12	-4%	0.8	-8%	-27%	-1%	2	2	-9%
O=C(CC1SC(N2CCCC2)=NC1=O)Nc1ccc(C(=O)NCc2ccc(F)cc2)cc1 (stereo unspecified)
  -0.8	-12%	-0.1	-2%	6%[57.1 µM]	-7%	-9	7	0%[57.1 µM]
Cc1ccc(S(=O)(=O)N2CCOCC2)cc1NC(=O)CNCc1ccccn1
  52*	5%	-0.2	-5%	-20%	0%	6	33*	-7%

Among those listed so far, these contain a Cl atom.
Under each structure – D2 agonist	USP1-UAF1 inh	TRHR agonist	Pin1 inh	rTrxR1 inhibitor	mIDH1 inhibitor	TRHR enhancer	D2 antagonist	TrxR1 substrate
Cc1ccc(N2CCN(S(=O)(=O)c3ccc(Cl)s3)CC2C)cc1 (stereo unspecified)
  -0.2	-18%	0.1	6%	-2%	5%	16	-11	-5%
CN1C(=O)C2(C(C#N)=C(N)N(c3cc(Cl)cc(Cl)c3)C3=C2C(=O)CCC3)c2ccccc21 (stereo unspecified)
  -1.2	-16%	-0.6	-10%	8%[0.457 µM]	10%	-2	20	2%
O=C(COC(=O)c1ccc(Cl)nc1)c1ccc2c(c1)OCCO2
  1.0	-13%	0.6	10%	30%	17%	-2	-33	9%
CSc1nsc(/C=C/Nc2ccc(Cl)cc2)c1C#N
  0.1	?	1.0	?	?	12%	-3	4	-10%

Continued:
Under each structure – D2 agonist	USP1-UAF1 inh	TRHR agonist	Pin1 inh	rTrxR1 inhibitor	mIDH1 inhibitor	TRHR enhancer	D2 antagonist	TrxR1 substrate
COc1cccc(NC(=O)c2nnn(Cc3cccc(C(F)(F)F)c3)c2N)c1
  -1.4	-1%	-0.8	-8%	50%[activator]	-5%	14	.	27%
CN(C)CCC(C(=O)c1ccccc1)c1ccccn1 (stereo unspecified)
  .	-19%	.	-2%	7%[57.1 µM]	1%	.	.	-8%
Oc1ccc(-c2nc3ccc(Cl)cn3c2Nc2ccc(Cl)cc2)cc1
  -0.1	?	0.5	9%	9%	?	14	.	18%
CC(C)Nc1nc(-c2ccccc2)nc(-n2ccnc2)n1
  -0.3	-6%	2.9	-6%	-11%	7%	8	-3	-3%
COc1ccc(C(=O)C2CCCN(C3Cc4ccccc4C3)C2)cc1OC (stereo unspecified)
  -0.1	-7%	-0.6	-1%	6%[57.1 µM]	-3%	23	-1	2%[57.1 µM]
COc1ccc(CNC(=O)Cn2cc([N+](=O)[O-])cn2)cc1
  .	-17%	.	-2%	-40%[57.1 µM]	3%	.	.	7%[57.1 µM]
COc1ccc(NC(=O)CN2CCN(S(=O)(=O)c3ccc(Cl)cc3)CC2)cc1
  0.7	-5%	-0.2	-20%	?	6%	7	0	4%
CCn1c(SCc2ccc([N+](=O)[O-])cc2)nnc1C(C)NC(=O)c1ccccc1Br (stereo unspecified)
  1.3	3%	0.2	1%	-6%	-1%	-1	5	2%
Cc1cc(C)n2nc(N)c(N=Nc3ccc4c(c3)OCO4)c2n1
  -1.3	-19%	-0.5	?	-17%	7%	-3	10	-14%
Nc1cccc(C(=O)NCCNC(=O)c2cccc(N)c2)c1
  1.1	-18%	1.2	-2%	2%[2.29 µM]	-9%	5	9	-4%[57.1 µM]
Cc1ccc(-n2ncc3c(N4CCC(Cc5ccccc5)CC4)ncnc32)cc1C
  -0.4	?	0.5	-1%	27%[57.1 µM]	9%	1	.	4%[57.1 µM]
CCN(C(=O)COc1ccccc1[N+](=O)[O-])C1CCS(=O)(=O)C1 (stereo unspecified)
  0.6	-2%	0.2	-1%	-6%	0%	11	-6	-6%
C=CCn1c(SCC(=O)Nc2ccc(NC(C)=O)cc2)nc2sc(C)c(C)c2c1=O
  0.6	-5%	-0.1	21%	41%[activator]	0%	-13	-26	13%
O=C(NN=CC=Cc1ccccc1)C(O)C(O)C(=O)NN=CC=Cc1ccccc1 (stereo unspecified)
  .	1%	.	-2%	1%	0%	.	.	-6%
CC(C)c1ccc(/C=C2\SC(N3CCCC3)=NC2=O)cc1
  -0.4	-16%	-0.1	4%	-13%	9%	11	17	-10%
CCSc1ccc(/C(N)=N/OC(=O)c2cccs2)cn1
  0.0	-27%	0.3	0%	20%	2%	-3	3	4%
COc1ccc(-c2cc(C(=O)NCc3ccccc3)no2)cc1OC
  -0.7	-3%	-1.0	?	11%	0%	25	1	7%
COc1ccc2c(c1)Cc1sc(NC(C)=O)nc1-2
  -0.2	?	-0.7	-6%	-10%[57.1 µM]	1%	4	-8	3%[57.1 µM]
Cc1ccc(OCc2cc(C(=O)N(C)CCc3ccccn3)no2)cc1C
  -0.6	-17%	-1.8	10%	12%	0%	5	11	-2%
CCC(C)c1ccc(NC(=O)COC(=O)CCNS(=O)(=O)c2cccs2)cc1 (stereo unspecified)
  .	-24%	.	2%	15%	4%	.	.	-4%
CCNC(=O)CN(c1ccc(C)cc1)S(=O)(=O)c1ccccc1
  -0.5	-10%	-0.4	-3%	11%[57.1 µM]	-1%	-5	-12	13%[57.1 µM]
CN1C(=O)C(O)(CC(=O)c2ccc3c(c2)OCO3)c2ccccc21 (stereo unspecified)
  -0.8	-4%	-2.8	2%	2%	2%	0	-1	6%
